# Screening data from PubChem.
# TLR4 MyD88 comp: inhibitors of TLR4-MyD88 association in cells, primary screen, cell-based, HeLa CL3-4, BLA complementation, FRET ratio; HeLa CL3-4 TLR4/MyD88 BLA complementation; inhibition, % at 8.4 µM; Toll-like receptor 4 (Homo sapiens) + Myeloid differentiation primary response protein …; 200,000 compounds, 0.18% hits; in the data active means inhibition above about 25%;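 further: 0% = vehicle and 100% = reference inhibitor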
# ROMK mod: ROMK potassium channel modulators, primary screen, cell-based, thallium flux, MLSMR library; Tet-inducible ROMK, thallium flux fluorescence; actives lie on both sides; B-score at 10 µM; 130,000 compounds, 2% hits; AID 1918, 2009;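 active means signal ratio slope over the read window, or its plate-corrected B-score, at least 3 SD from the plate mean, either direction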;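 further: B-score of the F/F0 ratio slope over 7 to 12 s after thallium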
# Target sequence (P48048 whole entry, looked up): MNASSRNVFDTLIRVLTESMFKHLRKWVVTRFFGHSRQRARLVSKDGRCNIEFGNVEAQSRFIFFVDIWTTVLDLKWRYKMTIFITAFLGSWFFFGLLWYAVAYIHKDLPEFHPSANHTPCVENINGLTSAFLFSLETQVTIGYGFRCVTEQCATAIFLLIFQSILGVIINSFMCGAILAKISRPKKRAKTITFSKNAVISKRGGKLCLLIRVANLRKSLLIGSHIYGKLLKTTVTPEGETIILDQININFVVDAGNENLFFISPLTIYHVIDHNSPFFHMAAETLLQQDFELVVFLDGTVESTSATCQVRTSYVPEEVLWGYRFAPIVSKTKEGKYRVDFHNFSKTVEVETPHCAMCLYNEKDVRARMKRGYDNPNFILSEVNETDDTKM
# TR-FRET SRC-2 ct: TR-FRET signal artefacts, primary screen, artefact control for PPARgamma SRC-2 agonist project, biochemical; TR-FRET artefact counter-screen; stronger effect = higher value; TR-FRET ratio at 8 µM; 200,000 compounds, 0.4% hits; in the data active means TR-FRET ratio above about 2000; further: inactives centre near 1500
# STAT3 inh: IL-6 driven STAT3 reporter inhibitors, primary screen, U3A cells, luciferase, luminescence, MLSCN library. IL-6 STAT3-luciferase reporter; host cell line lacks STAT1. inhibition, % at 5.5 µM. 190,000 compounds, 0.89% hits;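 active means inhibition above the mean inhibition across all screened compounds plus 3 SD, cut at about 44% in these data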;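 further: 0% = DMSO only wells and 100% = 100 µM nifuroxazide control wells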
# S1P3 antagonist: S1P3 receptor antagonists, primary screen, cell-based. Sphingosine 1-phosphate receptor 3 (Homo sapiens), Q99500. CHO S1P3 NFAT-BLA reporter, FRET fluorescence, antagonist mode. inhibition, % at 4.98 µM. 170,000 compounds, 0.27% hits;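 active means inhibition above the plate cutoff, the mean inhibition of test wells on that plate plus 3 SD, cut at about 28% in these data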;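 further: cells challenged with S1P at its EC80 of 0.8 µM; blue over green emission ratio from cleaved BLA substrate after 4 h stimulation; 0% = S1P-stimulated wells and 100% = unstimulated DMSO-only wells; some compounds past the cut are filed as inactive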
# RAM network inh: inhibitors of the yeast RAM network, primary screen, dse1pr::URA3 reporter, 5-FOA selection. 190,000 compounds, 1.8% hits. S. cerevisiae dse1pr::URA3 reporter, 5-FOA growth OD615, 2 d; analog-sensitive cbk1-as2 kinase mutant strain. AID 868, 2007. inhibition, % at 50 µM;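 active means inhibition above a set limit, 3 SD over mean compound inhibition, cut at about 8.4% in these data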;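 further: 0% = DMSO-only wells with no growth and 100% = 10 µM 1-NA-PP1 full growth; inhibition rescues growth on 5-FOA so higher OD means more RAM inhibition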
# STAT3 act: IL-6 driven STAT3 reporter potentiators, primary screen, U3A cells, luciferase, luminescence, MLSCN library; AID 871, 2007; activation (% of control), % at 5.6 µM; IL-6 STAT3-luciferase reporter; 100% = signal with IL-6 EC80 alone; 190,000 compounds, 0.91% hits;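 active means activation above the screen-wide mean of compound activation plus 3 SD, cut at about 130% in these data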;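 further: 0% = background luminescence of wells with medium and substrate only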
#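 Material: STAT3-luciferase reporter U3A cells. Controls: IL-6-treated wells, 100% activation. Read-out: % activation versus median of IL-6-stimulated wells. Probe or stimulus: IL-6 stimulus at 33 ng/mL final. Timing: compound 1 h, then IL-6 6 h at 37 °C. Signal: reporter luminescence signal.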
# STAT1 inh: STAT1 signaling inhibitors, primary screen, cell-based, HTS, luciferase reporter; NIH 3T3 STAT1-luciferase reporter, IFN-gamma, luminescence; inhibition, % at 5.5 µM; 200,000 compounds, 0.35% hits;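 active means inhibition above a set limit, the mean inhibition across all tested compounds plus 3 SD, cut at about 34% in these data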;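 further: 0% = IFN-gamma with DMSO and 100% = IFN-gamma with 300 µM nifuroxazide; values of inactives mirror those of a sister screen read the other way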
# PPARg SRC2 recr: agonists of PPARg-SRC-2 recruitment, primary screen, biochemical, HTS. PPARgamma LBD-SRC-2 recruitment. activation, % at 8 µM. 200,000 compounds, 0.34% hits. AID 1032, 2008; in the data active means activation above about 22%;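 further: 0% = vehicle and 100% = reference agonist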
# Target sequence (P37231 whole entry, looked up, the tested form may be a part): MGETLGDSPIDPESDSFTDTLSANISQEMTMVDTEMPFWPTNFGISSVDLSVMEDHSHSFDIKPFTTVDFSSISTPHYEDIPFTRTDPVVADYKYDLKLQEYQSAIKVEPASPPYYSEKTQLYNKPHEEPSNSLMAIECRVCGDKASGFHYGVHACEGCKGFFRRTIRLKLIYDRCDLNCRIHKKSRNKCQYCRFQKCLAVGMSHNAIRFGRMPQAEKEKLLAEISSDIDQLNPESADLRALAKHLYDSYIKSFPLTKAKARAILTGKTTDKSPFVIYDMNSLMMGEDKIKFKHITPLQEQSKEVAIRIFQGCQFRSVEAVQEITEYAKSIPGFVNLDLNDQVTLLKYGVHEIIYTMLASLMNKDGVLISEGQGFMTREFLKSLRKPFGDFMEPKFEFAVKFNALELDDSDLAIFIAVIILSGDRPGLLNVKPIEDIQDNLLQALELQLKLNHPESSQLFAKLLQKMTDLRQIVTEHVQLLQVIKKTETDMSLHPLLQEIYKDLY
# PPARg SRC-1 ag: PPARgamma agonists recruiting SRC-1 coactivator, primary screen, biochemical; activation, % at 8 µM; 200,000 compounds, 0.41% hits; AID 631, 2007; PPARgamma-SRC-1 coactivator recruitment biochemical assay; Peroxisome proliferator-activated receptor gamma (Homo sapiens), P37231; in the data active means activation above about 19%;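 further: 0% = DMSO and 100% = reference agonist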
# PPARg SRC-3 ag: PPARgamma agonists recruiting SRC-3 coactivator, primary screen, biochemical; Peroxisome proliferator-activated receptor gamma (Homo sapiens), P37231; biochemical PPARgamma/SRC-3 coactivator recruitment assay; activation, % at 8 µM; 200,000 compounds, 0.26% hits; AID 731, 2007; in the data active means activation above about 23%;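 further: 0% = DMSO and 100% = reference agonist; some compounds past the cut are filed as inactive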
# Active calls of the source: *; . = no result given. Outcome played no part in choosing rows. Share with any hit: about 5.6%.
SMILES,TLR4 MyD88 comp,ROMK mod,TR-FRET SRC-2 ct,STAT3 inh,S1P3 antagonist,RAM network inh,STAT3 act,STAT1 inh,PPARg SRC2 recr,PPARg SRC-1 ag,PPARg SRC-3 ag
COC(=O)CSc1ccc2nnc(-c3ccc(OC)c(OC)c3)n2n1,-1,.,1519,6,-10,0.3,99,-6,6,-2,-5
CN(CC(=O)Nc1ccc(Cl)cc1)CC(=O)Nc1ccc(F)c(F)c1F,-1,.,1517,-6,2,-0.1,108,3,4,8,-1
Cc1cccc(N2CCN(C(=O)C3CCCCC3)CC2)c1C,10,0.48,1296,20,-1,1.7,89,6,-9,2,2
CCn1c(Cc2ccccc2)nnc1SCC(=O)Nc1ccccc1F,10,0.39,1494,1,-22,-1.4,102,3,7,6,1
OC(COCc1ccco1)CN1CCN(c2ccccc2)CC1 (configuration not stated),7,-0.27,1618,-2,1,1.7,99,13,11,-8,-1
S=c1[nH]nc(C2CC2c2ccc(Cl)cc2)n1-c1ccc(Cl)cc1 (configuration not stated),-16,.,1321,13,23,0.7,92,-2,-6,-4,-4
Cc1nn(CC(=O)Nc2nc3ccccc3s2)c(C)c1[N+](=O)[O-],2,.,1443,-35,.,2.3,133,0,0,-7,-10
O=C(NCc1ccccc1C(F)(F)F)C1CC(c2ccccc2[N+](=O)[O-])=NO1 (configuration not stated),-7,.,1524,11,.,1.4,99,1,5,4,4
COc1cccc(NC(=O)c2oc3ccccc3c2NC(C)=O)c1,-5,-0.39,1576,11,15,2.4,93,-17,8,5,5
COc1ccc(N(CC(=O)NCc2ccco2)S(C)(=O)=O)c(OC)c1,-6,0.031,1339,6,-9,1.6,99,1,-2,-6,4
O=C(NCCCCCNC(=O)c1ccccn1)c1ccccn1,0,0.74,1661,14,-6,2.4,94,2,3,8,3
CC(=O)Nc1ccc(C(=O)N(C)C(C(=O)Nc2ccccc2)c2ccccn2)cc1 (configuration not stated),9,0.48,1705,1,-8,0.2,100,5,3,4,5

# Results in ROMK mod, RAM network inh and STAT1 inh (2 entries from above):
Compound | ROMK mod | RAM network inh | STAT1 inh
S=c1[nH]nc(C2CC2c2ccc(Cl)cc2)n1-c1ccc(Cl)cc1 (configuration not stated) | . | 0.7 | -2
Cc1nn(CC(=O)Nc2nc3ccccc3s2)c(C)c1[N+](=O)[O-] | . | 2.3 | 0

# Next part:
SMILES,TLR4 MyD88 comp,ROMK mod,TR-FRET SRC-2 ct,STAT3 inh,S1P3 antagonist,RAM network inh,STAT3 act,STAT1 inh,PPARg SRC2 recr,PPARg SRC-1 ag,PPARg SRC-3 ag
CCOC(=O)N1CCC(N2C(=O)c3ccccc3C2Nc2cc(C(=O)OC)cc(C(=O)OC)c2)CC1 (configuration not stated),15,.,1701,0,-4,1.0,104,0,14,9,1
CCOC(=O)c1nnn(-c2nc(OC)nc(N3CCCC3)n2)c1-c1ccccc1,-11,.,1553,13,.,1.2,92,3,10,0,9
CC(C)NC(=O)CCCc1c[nH]c2ccccc12,-3,-0.21,1717,6,1,0.9,99,-5,12,1,3
COC(=O)Cc1cc(=O)n2[nH]c(C)cc2n1,-5,0.013,1508,5,.,1.4,96,0,7,1,2
Cc1ccc(N2C(=O)C(CN3CCCC3)C2c2ccccc2)cc1 (configuration not stated),-9,-1.4,1540,23,-1,-0.8,87,12,-8,-10,0
COC(=O)c1ccc(NC(=O)Cn2c(-c3nonc3N)nc3ccccc32)cc1,3,0.65,1497,11,-13,1.5,92,-6,-8,0,0
CC(C1CCN(Cc2cn(C)nc2-c2cccc(Cl)c2)CC1)N1CCOCC1 (configuration not stated),-1,0.0073,1664,15,12,1.2,96,-9,1,-11,2
Cc1occc1C(=O)N1CCN(Cc2ccccc2)CC1,3,-0.18,1555,-10,.,-0.3,110,6,4,6,5
CCN(C(=O)COC(=O)c1[nH]c(=O)[nH]c(=O)c1N)c1ccccc1,-5,0.0036,1629,-3,-7,-0.1,105,-4,3,8,2
CC(C)=CCSc1nnc([C@@H](NC(=O)OC(C)(C)C)C(C)C)o1,-5,.,1530,0,-25,3.1,100,-3,1,6,14
C=CCNS(=O)(=O)c1cccc2cc(C(=O)O)c(O)cc12,8,-0.76,1650,-8,-22,0.8,108,5,2,4,0
FC(F)(F)c1ccccc1/C=N/Nc1ccccn1,9,0.25,1514,-14,4,-0.1,113,-15,-4,4,-1
O=c1nc2ccccc2c2n1CC(CN1CCN(C(c3ccccc3)c3ccccc3)CC1)N2 (configuration not stated),4,-0.56,1657,6,-13,0.6,100,-9,-1,-1,-2
O=S(=O)(c1ccc2c(c1)OCO2)N1CCN(c2nnnn2-c2ccccc2)CC1,-1,-1.3,1676,6,-22,1.6,98,-6,-1,6,0
NNC(=O)c1ccc(Cn2cc(Br)cn2)cc1,-17,-1.1,1618,6,-5,-0.1,99,8,5,8,11
O=C(c1ccco1)c1n[nH]nc1-c1ccccc1,4,.,1615,-1,.,0.0,101,8,2,4,6
CCN(CC)c1c(-c2ccccc2)c2cc(C)ccc2[nH]c1=O,-7,.,1789,2,-28,1.5,99,-2,6,4,5
CN=C(Nc1ccc(C)c(C)c1)SC1CC(=O)N(c2ccc(OC)cc2)C1=O (configuration not stated),-1,.,1630,-2,-3,4.6,104,0,0,-4,4
C=CCn1c(Cc2cccs2)nnc1SCC(=O)c1ccc2ccccc2c1,2,.,1580,24,.,2.1,82,-12,4,9,9
COc1cccc(CNC(=O)C2CCN(S(=O)(=O)N3CC(C)CC(C)C3)CC2)c1 (configuration not stated),-5,.,1535,7,-32,2.2,100,11,-3,1,14
O=C(Nc1ccccc1)c1ccc(S(=O)(=O)N2CCCC2)cc1,8,.,1402,18,-11,0.5,89,6,4,1,1
CCOc1ccc(NC(=O)CC2SC(N)=NC2=O)c([N+](=O)[O-])c1 (configuration not stated),5,0.64,1515,10,-1,2.9,98,-5,-1,5,4
O=C1CC(c2ccccc2)CN1C(=O)c1cccnc1 (configuration not stated),14,0.16,1427,-2,-21,1.6,105,1,8,7,4
COc1cc(S(=O)(=O)Nc2ccccn2)ccc1F,-2,1.1,1494,7,.,0.7,100,-5,5,5,3
Cc1ccc(C)c(NC(=O)C2CC=CCC2C(=O)O)c1 (configuration not stated),4,-0.1,1465,0,-27,-0.5,104,-1,-3,-1,-5
CCN1CCN(C(=S)c2ccc([N+](=O)[O-])cc2)CC1,-4,.,1657,6,-6,0.8,94,4,5,6,3
CC1(C)CC(NC(=O)CCc2nnc(CCCCc3ccccc3)o2)CCO1 (configuration not stated),0,-0.11,1573,2,6,2.0,102,4,6,6,-2
C=CCN(C1CCCCC1)S(=O)(=O)c1ccc2c(c1)oc(=O)n2C,-7,.,1494,5,-26,2.4,104,9,-4,2,5
O=C(/C=C/c1cccc([N+](=O)[O-])c1)N1CCN(Cc2ccc3c(c2)OCO3)CC1,-11,-0.57,1524,3,9,0.5,101,-4,-1,2,-1
O=C(COc1ccc(Cl)cc1Br)N1CCN(c2ccccc2)CC1,-9,.,1599,15,17,2.2,95,0,2,9,-1
O=c1onc(-c2ccc(Cl)cc2)n1Cc1ccc(F)cc1,8,-1,1379,-8,4,0.7,104,9,-7,-9,-2
O=C(c1ccc(Cl)cc1)c1oc2ccccc2c1CS(=O)c1ccc(Cl)cc1 (configuration not stated),-11,0.49,1749,22,.,4.6,86,4,8,0,11
CC(=O)Oc1ccc2c(c1)OC(c1ccccc1)CC21CC(C)(C)NC(=O)N1 (configuration not stated),-9,-0.062,1698,7,3,4.6,97,-1,3,15,0
Cc1cccc(N(C)c2cc(C)nc3ncnn23)c1,-4,0,1464,9,3,0.9,92,4,0,0,2
O=C(c1ccccc1-c1nc(-c2ccccc2)no1)N1CCCC1,-7,.,1400,-10,-14,4.3,114,-14,8,4,8
CC(NS(=O)(=O)c1ccc2[nH]c(=O)c(=O)[nH]c2c1)C(=O)O (configuration not stated),-11,.,1593,-8,4,-0.5,108,-11,1,5,4
Cc1ccc(C(=O)NNC2CC(=O)N(c3ccc4c(c3)OCCO4)C2=O)cc1 (configuration not stated),-7,-0.96,1606,10,9,1.1,101,1,7,-1,3
CCOC(=O)C1CCCN(C(=S)Nc2cc(C)cc(C)c2)C1 (configuration not stated),-11,-0.075,1505,4,.,-0.2,97,5,7,-3,5
O=C(CS(=O)(=O)Cc1ccccc1)N1CCN(Cc2ccc3c(c2)OCO3)CC1,-8,.,1493,8,-5,3.3,95,-1,16,-4,8
COc1cc2[nH]c(=O)n(CCC(=O)N3CCN(Cc4ccc5c(c4)OCO5)CC3)c(=O)c2cc1OC,-1,0.28,1788,0,-13,-0.1,104,5,2,3,4
C=CCSc1nc(O)c(CC)c(=O)n1C(C)CC (configuration not stated),2,-0.13,1537,-3,-8,1.9,106,-1,0,9,-7
Cn1cc(CN2C[C@H]3CC[C@H]2C3)c(-c2ccccc2F)n1,-11,1.6,1501,4,-5,1.3,102,-1,1,-3,1
CCCc1cc(=O)[nH]c(Nc2ccc3c(c2)OCCO3)n1,4,-0.48,1573,20,-20,1.0,90,3,1,4,7
Cc1cc(C)n(-c2nc(NCCCO)c3c4c(sc3n2)CCCC4)n1,-1,.,1758,-3,3,-2.0,107,-23,-8,9,3
O=c1[nH]c(SCc2ccccc2Cl)nc2c1CCC2,0,.,1537,-3,.,3.1,103,-4,10,8,5
Cc1ccc(SCC(=O)N(C)C2CCS(=O)(=O)C2)cc1 (configuration not stated),6,0.9,1420,4,-22,0.9,102,-5,-4,-8,-4
CCOC(=O)C1(Cc2ccc(Cl)cc2)CCN(C(=O)c2sc(C)nc2C)CC1,-1,0.2,1610,20,12,0.3,87,17,3,-4,0

# Grouped by structure: the entries above with bromine.
SMILES,TLR4 MyD88 comp,ROMK mod,TR-FRET SRC-2 ct,STAT3 inh,S1P3 antagonist,RAM network inh,STAT3 act,STAT1 inh,PPARg SRC2 recr,PPARg SRC-1 ag,PPARg SRC-3 ag
NNC(=O)c1ccc(Cn2cc(Br)cn2)cc1,-17,-1.1,1618,6,-5,-0.1,99,8,5,8,11
O=C(COc1ccc(Cl)cc1Br)N1CCN(c2ccccc2)CC1,-9,.,1599,15,17,2.2,95,0,2,9,-1
